Mtb BioA inh: blocks M. tuberculosis BioA enzyme activity. purified M. tuberculosis BioA enzyme, plate reader. inhibition, % at 9.99 µM. 360,000 compounds, 0.096% hits; in the data active = inhibition above about 40%
* marks the source's active call; other numbers are inactive results. A portion of the library. The share of hits here may be higher or lower than overall.

SMILES	Mtb BioA inh
C[C@H](CO)N1C[C@H](C)[C@@H](CN(C)CC2CC2)Oc2c(NC(=O)Nc3ccc(C(F)(F)F)cc3)cccc2C1=O	0.6
O=C(C[C@@H]1C=C[C@@H](NC(=O)C2CCC2)[C@H](CO)O1)NCC1CC1	0.1
O=C(C[C@H]1CC[C@@H](NC(=O)C2CC2)[C@@H](CO)O1)NCc1ccccc1Cl	0.7
CN1C(=O)c2cc(NC(=O)C3CCOCC3)ccc2OC[C@H]2O[C@H](CC(=O)NCc3ccc4c(c3)OCO4)CC[C@H]21	-0.5
CO[C@H]1CN(C)C(=O)c2cc(NC(=O)C3CCC3)ccc2OC[C@H](C)N(Cc2nccs2)C[C@H]1C	-1.7
COc1ccccc1-c1ccc2c(c1)O[C@H](CN(C)C(C)=O)[C@@H](C)CN([C@@H](C)CO)S2(=O)=O	-0.7
C[C@@H]1CN([C@H](C)CO)C(=O)c2cc(C3=CCCC3)cnc2O[C@@H]1CN(C)Cc1cccc(F)c1	-0.7
CC(=O)N(C)C[C@H]1Oc2cc(-c3ccc(C#N)cc3)ccc2S(=O)(=O)N([C@H](C)CO)C[C@@H]1C	2.3
CNC(=O)C[C@@H]1CC[C@H]2[C@H](COc3ccc(NC(=O)c4cccc(OC)c4)cc3C(=O)N2C)O1	-4.0
C[C@H](CO)N1C[C@H](C)[C@@H](CN(C)Cc2ccc(Cl)c(Cl)c2)Oc2ccc(NC(=O)C3CC3)cc2C1=O	2.4
CCCNC(=O)N1C[C@H](O)COC[C@@H]2O[C@@H](CC(=O)N3CCCCC3)CC[C@H]21	-0.3
COCc1cn(CC[C@H]2CC[C@@H](NC(=O)Cc3cccnc3)[C@H](CO)O2)nn1	-0.1
COCC(=O)N(C)C[C@@H]1Oc2cc(Br)ccc2S(=O)(=O)N([C@@H](C)CO)C[C@H]1C	0.0
CN(C)CC(=O)N1[C@H](CO)[C@@H](c2ccc(C#CC3CC3)cc2)[C@@H]1C#N	-1.5
O=C(C[C@@H]1C[C@H]2c3cc(NC(=O)Nc4ccc(F)cc4)ccc3O[C@H]2[C@H](CO)O1)NCC1CC1	-1.7
CCC(=O)Nc1ccc2c(c1)C(=O)N(C)C[C@H](OC)[C@@H](C)CN(Cc1ccccc1F)[C@@H](C)CO2	4.3
Cc1noc(C)c1S(=O)(=O)N(C)C[C@@H]1Oc2ccc(NC(=O)Nc3ccc(C(F)(F)F)cc3)cc2CC(=O)N([C@@H](C)CO)C[C@H]1C	0.1
CC(C)NC(=O)N(C)C[C@@H]1Oc2c(NC(=O)c3cnccn3)cccc2C(=O)N([C@H](C)CO)C[C@@H]1C	-0.4
CO[C@H]1CN(C)C(=O)c2cc(NC(=O)Nc3ccc(F)cc3)ccc2OC[C@@H](C)NC[C@@H]1C	-0.1
C[C@@H]1CN([C@H](C)CO)C(=O)c2ccccc2-c2ccccc2CO[C@@H]1CN(C)C(=O)Nc1cccc(C(F)(F)F)c1	-1.4
C[C@@H]1CN([C@@H](C)CO)C(=O)Cc2cc(N(C)C)ccc2O[C@@H]1CN(C)Cc1ccc(C(=O)Nc2ccccc2N)cc1	1.2
C[C@@H]1CN([C@H](C)CO)S(=O)(=O)c2ccc(-c3cccc(F)c3)cc2O[C@@H]1CN(C)C(=O)c1cccc(F)c1	0.8
CN1c2ccc(-c3ccc(F)cc3)cc2[C@@H]2[C@@H](CCN2C(=O)CC2CC2)[C@@H]1CO	0.0
C[C@H]1CN([C@@H](C)CO)C(=O)c2cc(NC(=O)Cc3cn(C)c4ccccc34)ccc2O[C@@H]1CN(C)S(C)(=O)=O	-1.3
CCCNC(=O)C[C@@H]1C[C@@H]2c3cc(NC(=O)NC4CCCCC4)ccc3O[C@@H]2[C@H](CO)O1	-0.7
O=C(C1CCOCC1)N1C[C@@H]2[C@H](c3ccccc31)[C@@H](CO)N2C(=O)Cc1ccccn1	-3.9
COc1ccccc1-c1ccc2c(c1)O[C@@H](CN(C)C(=O)c1ccncc1)[C@@H](C)CN([C@@H](C)CO)S2(=O)=O	2.7
O=C(C[C@@H]1CC[C@H](NS(=O)(=O)c2cccc(F)c2)[C@H](CO)O1)N1CCCCC1	2.9
OC[C@@H]1[C@H](c2ccc(-c3cccnc3)cc2)[C@@H]2CN(CC3CC3)CCCCN12	-0.4
CN1C(=O)c2cc(NC(=O)c3ccc(F)cc3)ccc2OC[C@H]2O[C@@H](CC(=O)NC3CCC3)CC[C@H]21	-2.3
CN(C)C(=O)[C@H]1[C@H](CO)[C@H]2Cn3c(ccc(C4=CCCCC4)c3=O)[C@H]2N1CC1CC1	0.0
C[C@@H]1CN([C@@H](C)CO)C(=O)Cc2cc(NC(=O)CCC(F)(F)F)ccc2O[C@@H]1CN(C)S(=O)(=O)c1cccs1	0.1
C[C@@H]1CN([C@@H](C)CO)C(=O)c2cccc(NC(=O)Nc3ccccc3)c2O[C@H]1CN(C)Cc1ccc(C(=O)O)cc1	4.0
CN(C)CCCNC(=O)C[C@H]1C=C[C@@H](NC(=O)c2ccccc2F)[C@H](CO)O1	-0.7
CNC[C@H]1Oc2ccc(NC(=O)Cc3ccccc3)cc2C(=O)N([C@@H](C)CO)C[C@H]1C	-5.3
Cn1cnc(S(=O)(=O)N[C@@H]2CC[C@H](CC(=O)NCC3CCCCC3)O[C@@H]2CO)c1	-2.5
N#C[C@H]1[C@@H](c2ccc(C#CC3(O)CCCC3)cc2)[C@@H](CO)N1C(=O)C1CCCCC1	-1.2
CN(C)CC(=O)N[C@@H]1C=C[C@H](CC(=O)NCCN2CCCCC2)O[C@@H]1CO	-0.7
C[C@@H]1CCCCO[C@@H](CN(C)Cc2ccccc2)[C@H](C)CN([C@@H](C)CO)C(=O)c2cc(NC(=O)c3ccncc3)ccc2O1	-1.1
CN1CCN(C(=O)C[C@H]2CC[C@H](NC(=O)Nc3ccccc3F)[C@H](CO)O2)CC1	-1.8
COc1ccccc1S(=O)(=O)N[C@@H]1CC[C@@H](CC(=O)N2CCN(C)CC2)O[C@H]1CO	1.7
C[C@@H]1CN([C@@H](C)CO)C(=O)c2cccc(NS(=O)(=O)c3ccc(F)cc3)c2O[C@H]1CN(C)Cc1ccc(C(F)(F)F)cc1	2.5
C[C@H]1CN([C@@H](C)CO)C(=O)Cc2cc(NS(=O)(=O)c3cn(C)cn3)ccc2O[C@H]1CN(C)C(=O)Nc1ccc2c(c1)OCO2	-2.4
C[C@@H]1CN([C@H](C)CO)S(=O)(=O)c2ccc(-c3cccc(C#N)c3)cc2O[C@H]1CN(C)Cc1cccc(F)c1	2.8
CCN(C[C@@H]1N[C@H](CO)[C@@H]1c1ccccc1)C(=O)c1ccccc1	-3.5

An excerpt from above in order of formula weight, falling:
SMILES	Mtb BioA inh
C[C@H]1CN([C@@H](C)CO)C(=O)Cc2cc(NS(=O)(=O)c3cn(C)cn3)ccc2O[C@H]1CN(C)C(=O)Nc1ccc2c(c1)OCO2	-2.4
C[C@@H]1CN([C@@H](C)CO)C(=O)c2cccc(NS(=O)(=O)c3ccc(F)cc3)c2O[C@H]1CN(C)Cc1ccc(C(F)(F)F)cc1	2.5
C[C@@H]1CCCCO[C@@H](CN(C)Cc2ccccc2)[C@H](C)CN([C@@H](C)CO)C(=O)c2cc(NC(=O)c3ccncc3)ccc2O1	-1.1
C[C@@H]1CN([C@@H](C)CO)C(=O)Cc2cc(NC(=O)CCC(F)(F)F)ccc2O[C@@H]1CN(C)S(=O)(=O)c1cccs1	0.1
Cn1cnc(S(=O)(=O)N[C@@H]2CC[C@H](CC(=O)NCC3CCCCC3)O[C@@H]2CO)c1	-2.5
CNC[C@H]1Oc2ccc(NC(=O)Cc3ccccc3)cc2C(=O)N([C@@H](C)CO)C[C@H]1C	-5.3
CN(C)C(=O)[C@H]1[C@H](CO)[C@H]2Cn3c(ccc(C4=CCCCC4)c3=O)[C@H]2N1CC1CC1	0.0
CN1CCN(C(=O)C[C@H]2CC[C@H](NC(=O)Nc3ccccc3F)[C@H](CO)O2)CC1	-1.8
N#C[C@H]1[C@@H](c2ccc(C#CC3(O)CCCC3)cc2)[C@@H](CO)N1C(=O)C1CCCCC1	-1.2
CN(C)CCCNC(=O)C[C@H]1C=C[C@@H](NC(=O)c2ccccc2F)[C@H](CO)O1	-0.7
CN(C)CC(=O)N[C@@H]1C=C[C@H](CC(=O)NCCN2CCCCC2)O[C@@H]1CO	-0.7
CCN(C[C@@H]1N[C@H](CO)[C@@H]1c1ccccc1)C(=O)c1ccccc1	-3.5

Other entries
SMILES	Mtb BioA inh
CO[C@@H]1CN(C)C(=O)c2ccc(NS(=O)(=O)CC(F)(F)F)cc2OC[C@@H](C)N(C(=O)c2ccc3c(c2)OCO3)C[C@H]1C	0.8
C[C@H](CO)N1C[C@H](C)[C@H](CN(C)S(=O)(=O)c2ccc(Cl)cc2)OCCCC[C@H](C)Oc2ccc(NC(=O)Nc3ccc4c(c3)OCO4)cc2C1=O	-3.9
COc1ccc(S(=O)(=O)N(C)C[C@H]2Oc3c(NC(=O)c4ccc(-c5nccs5)cc4)cccc3C(=O)N([C@H](C)CO)C[C@@H]2C)cc1	-1.1
C[C@H](CO)N1C[C@H](C)[C@H](CN(C)Cc2ccc(Oc3ccccc3)cc2)Oc2c(NC(=O)c3cnccn3)cccc2C1=O	-1.7
N#C[C@@H]1[C@H](c2ccc(C#CC3(O)CCCC3)cc2)[C@H](CO)N1C(=O)C1CCC1	1.0
C[C@@H]1CN([C@@H](C)CO)C(=O)c2cccc(NC(=O)Nc3ccc4c(c3)OCO4)c2O[C@H]1CN(C)C(=O)Nc1ccc2c(c1)OCO2	-4.5
COC(=O)C[C@@H]1CC[C@@H]2[C@@H](COc3ccc(NC(=O)c4cccc(OC)c4)cc3C(=O)N2C)O1	1.1
O=C(C[C@@H]1CC[C@@H](NC(=O)c2ccc(F)cc2)[C@H](CO)O1)NCc1ccncn1	0.3
OC[C@@H]1[C@H](c2ccc(-c3cccnc3)cc2)[C@@H]2CN(CC3CCOCC3)CCCCN12	-3.8
C[C@H]1CN([C@@H](C)CO)C(=O)c2cc(NS(=O)(=O)c3cn(C)cn3)ccc2O[C@@H]1CN(C)C	-1.5
CCCC#Cc1ccc([C@@H]2[C@H](CO)N3CCCCN(Cc4ccncc4)C[C@@H]23)cc1	3.3
CN(C)C(=O)C[C@H]1C=C[C@H](NC(=O)NC2CCCCC2)[C@@H](CO)O1	-1.3
O=S(=O)(N[C@H]1CC[C@@H](CCn2cc(-c3ccccn3)nn2)O[C@@H]1CO)c1cccc(F)c1	-2.3
C[C@@H]1CN([C@H](C)CO)S(=O)(=O)c2ccc(C#Cc3ccccc3)cc2O[C@H]1CN(C)C(=O)C1CC1	0.5
O=S(=O)(Cc1ccccc1)N1CCCCN2[C@H](CO)[C@@H](c3ccc(-c4ccc(F)cc4)cc3)[C@H]2C1	-4.3
Cc1ccc(S(=O)(=O)N(C)C[C@@H]2OCCCC[C@H](C)Oc3ccc(NS(=O)(=O)c4cn(C)cn4)cc3C(=O)N([C@H](C)CO)C[C@@H]2C)cc1	1.5
CO[C@@H]1CN(C)C(=O)c2cc(NC(=O)c3ccc(F)cc3)ccc2OC[C@H](C)N(C(=O)c2ccc(F)cc2)C[C@@H]1C	0.7
C[C@@H]1CN([C@@H](C)CO)C(=O)c2cccc(NC(=O)C3CCOCC3)c2O[C@H]1CN(C)S(=O)(=O)c1ccccc1	-1.4
Cc1ccccc1-c1ccc([C@H]2[C@@H](CO)N3CCCCN(S(C)(=O)=O)C[C@@H]23)cc1	0.5
COCC(=O)N(C)C[C@H]1Oc2cc(C#CCC(C)C)ccc2S(=O)(=O)N([C@H](C)CO)C[C@@H]1C	1.8
CO[C@@H]1CN(C)C(=O)c2ccc(NS(C)(=O)=O)cc2OC[C@H](C)N(C(=O)NC(C)C)C[C@@H]1C	-1.7
CCS(=O)(=O)NCC[C@@H]1CC[C@@H](NS(=O)(=O)c2cccc(Cl)c2)[C@H](CO)O1	-1.9
Cc1ccc(S(=O)(=O)N[C@@H]2CC[C@@H](CCNC(=O)CN3CCOCC3)O[C@@H]2CO)cc1	-1.6
O=C(C[C@@H]1C[C@@H]2c3cc(NC(=O)Cc4ccncc4)ccc3O[C@@H]2[C@H](CO)O1)NCc1cccc(F)c1	-4.9
C[C@@H]1CN([C@@H](C)CO)C(=O)c2cc(NS(=O)(=O)c3ccc(F)cc3)ccc2O[C@H]1CN(C)S(=O)(=O)c1ccccc1	-1.6
C[C@@H]1CN([C@@H](C)CO)C(=O)c2cccc(NC(=O)c3ccncc3)c2O[C@H]1CN(C)Cc1ccc(C(=O)O)cc1	-2.6
CC(=O)N(C)C[C@@H]1Oc2cc(C#CC3CC3)ccc2S(=O)(=O)N([C@H](C)CO)C[C@H]1C	1.7
C[C@H](CO)N1C[C@H](C)[C@H](CN(C)C(=O)CCC(F)(F)F)OCCCC[C@H](C)Oc2ccc(NC(=O)Nc3ccccc3)cc2C1=O	1.6
O=C(C[C@H]1CC[C@H]2[C@@H](COC[C@H](O)CN2Cc2cc(F)ccc2F)O1)N[C@H]1CCN(Cc2ccccc2)C1	-0.5
C[C@H](CO)N1C[C@H](C)[C@@H](CN(C)S(=O)(=O)c2cccs2)OCCCC[C@H](C)Oc2ccc(NC(=O)CCCN(C)C)cc2C1=O	1.4
CCCNC(=O)C[C@@H]1CC[C@@H]2[C@H](COc3ccc(NC(=O)NCC)cc3C(=O)N2C)O1	-0.9
CCCN(C)C[C@@H]1OCCCC[C@H](C)Oc2ccc(NC(=O)Cc3ccccc3)cc2C(=O)N([C@@H](C)CO)C[C@@H]1C	0.3
C[C@@H]1CN([C@@H](C)CO)S(=O)(=O)c2ccc(C3=CCCC3)cc2O[C@@H]1CN(C)C(=O)C1CCOCC1	0.0
CCCNC(=O)Nc1ccc2c(c1)C(=O)N(C)C[C@@H](OC)[C@H](C)CN(C(=O)C1CCOCC1)[C@H](C)CO2	0.9
O=C(C[C@H]1CC[C@@H]2[C@H](COC[C@H](O)CN2C(=O)c2ccncc2)O1)NCc1cc(F)cc(F)c1	-1.3
C[C@H](CO)N1C[C@H](C)[C@@H](CN(C)S(=O)(=O)c2cccs2)Oc2c(cccc2N(C)C)C1=O	-1.3
C[C@H]1CCCCO[C@H](CN(C)S(=O)(=O)c2ccc(F)cc2)[C@@H](C)CN([C@@H](C)CO)C(=O)c2cc(NS(=O)(=O)c3ccc(Cl)cc3)ccc2O1	-1.8
CCNC(=O)Nc1ccc2c(c1)C(=O)N(C)[C@@H]1CC[C@H](CC(=O)NCC3CCCCC3)O[C@@H]1CO2	-2.3
